Screens (PubChem BioAssay)
PME-1 primary: blocks human protein phosphatase methylesterase 1; recombinant PME-1, FP-Rh probe fluorescence polarization; inhibition, % at 5.9 µM; 320,000 compounds, 0.53% hits; AID 2130;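 active = inhibition above the campaign mean of all compounds plus 3 SD, cut at about 26% in these data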;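 note: competitive labeling of PME-1 active site by serine hydrolase directed probe; 0% = PME-1 with DMSO and 100% = wells lacking PME-1 enzyme; inhibitors block probe labeling so polarization falls and inhibition rises; many of its hits are not listed in these tables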
GSTO1 inh: GSTO1 inhibition, counter-screen for RBBP9 inhibitors; P78417; recombinant GSTO1, activity-based probe fluorescence polarization; inhibition, % at 5.96 µM; 300,000 compounds, 1.1% hits;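 active = inhibition above the campaign mean inhibition plus 3 SD, cut at about 35% in these data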;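 note: 0% = GSTO1-1 with DMSO and 100% = wells lacking GSTO1-1 enzyme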
Target sequence (P78417 whole entry, looked up): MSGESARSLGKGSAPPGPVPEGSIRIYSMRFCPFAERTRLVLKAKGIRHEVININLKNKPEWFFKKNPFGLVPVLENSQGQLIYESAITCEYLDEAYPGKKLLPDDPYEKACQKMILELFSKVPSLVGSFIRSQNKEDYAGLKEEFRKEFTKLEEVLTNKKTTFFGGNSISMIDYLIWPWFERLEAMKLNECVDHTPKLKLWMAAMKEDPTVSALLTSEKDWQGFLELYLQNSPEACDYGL
PAFAH1B2 FP inh: inhibitors of human PAFAH1B2; recombinant PAFAH1B2, FP-rhodamine activity probe, fluorescence polarization; inhibition, % at 3.39 µM; 340,000 compounds, 1.2% hits;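 active = inhibition above the mean of all tested compounds plus 3 SD, cut at about 24% in these data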;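 note: 0% = enzyme with DMSO and 100% = wells lacking PAFAH1B2; many of its hits are not listed in these tables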
Target sequence (P68402 whole entry, looked up): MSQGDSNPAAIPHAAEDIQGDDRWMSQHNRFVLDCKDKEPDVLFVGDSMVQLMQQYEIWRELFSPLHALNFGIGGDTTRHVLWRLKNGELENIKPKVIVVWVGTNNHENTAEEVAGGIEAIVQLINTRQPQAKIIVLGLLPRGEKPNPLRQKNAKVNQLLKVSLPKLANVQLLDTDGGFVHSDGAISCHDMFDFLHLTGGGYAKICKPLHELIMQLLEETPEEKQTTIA
PAD4 inh: inhibitors of human PAD4 | 330,000 compounds, 0.41% hits | recombinant PAD4, RCA probe fluorescence polarization | inhibition, % at 6.36 µM;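 active = percent inhibition above a cutoff equal to the mean of all tested compounds plus 3 SD, cut at about 15% in these data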;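 note: 0% = PAD4 with RCA probe and DMSO and 100% = probe without PAD4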
PAFAH1B3 inh: PAFAH1B3 (human) inhibition. recombinant PAFAH1B3, FP-rhodamine probe, fluorescence polarization. 340,000 compounds, 0.28% hits. AID 492972. inhibition, % at 3.39 µM;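 active = inhibition above the screen-wide average of all tested compounds plus 3 SD, cut at about 25% in these data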;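 note: 0% = enzyme with DMSO only and 100% = wells lacking PAFAH1B3 protein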
pPAFAH FP inh: inhibitors of human plasma PAF acetylhydrolase (pPAFAH); recombinant pPAFAH, FP-rhodamine probe fluorescence polarization; inhibition, % at 3.39 µM; Q13093; 330,000 compounds, 1.5% hits;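 active = inhibition above the mean inhibition across the screen plus 3 SD, cut at about 25% in these data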;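 note: inhibitors block binding of the rhodamine activity-based probe so polarization drops; 0% = enzyme with DMSO and 100% = wells lacking pPAFAH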
PAFAH2 inh: inhibitors of human PAFAH2 | recombinant PAFAH2, FP-rhodamine activity probe, fluorescence polarization | 340,000 compounds, 0.99% hits | AID 492956 | inhibition, % at 3.39 µM;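 active = inhibition above the mean over all tested compounds plus 3 SD, cut at about 30% in these data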;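 note: inhibitors block probe labeling of enzyme so polarization drops; 0% = enzyme with DMSO and 100% = wells lacking PAFAH2 protein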
LYPLA2 inh: blocks human lysophospholipase 2, a PME1 counter-screen; O95372; recombinant LYPLA2, FP-Rh probe fluorescence polarization; inhibition, % at 5.9 µM; 320,000 compounds, 0.38% hits;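 active = inhibition above the screen-wide mean plus 3 SD, limit set per campaign, cut at about 26% in these data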;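 note: 0% = LYPLA2 with DMSO and 100% = wells lacking LYPLA2 enzyme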
Target sequence (O95372 whole entry, looked up): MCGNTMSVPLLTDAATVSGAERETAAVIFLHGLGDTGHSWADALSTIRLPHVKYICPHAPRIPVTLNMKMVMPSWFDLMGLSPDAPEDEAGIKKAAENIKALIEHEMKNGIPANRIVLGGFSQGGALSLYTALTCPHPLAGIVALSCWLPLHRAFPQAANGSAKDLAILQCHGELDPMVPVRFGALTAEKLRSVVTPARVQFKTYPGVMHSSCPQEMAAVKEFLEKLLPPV
LYPLA1 inh: counter-screen for PME1 inhibitors: inhibitors of human LYPLA1. O75608. recombinant LYPLA1, FP-Rh probe fluorescence polarization. inhibition, % at 5.9 µM. 320,000 compounds, 0.16% hits. AID 2174;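 active = inhibition above the mean of all tested compounds plus 3 SD, set per campaign, cut at about 14% in these data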;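 note: inhibitors block serine hydrolase probe labeling of LYPLA1 so polarization falls; 0% = enzyme with DMSO and 100% = wells lacking LYPLA1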
Target sequence (O75608 whole entry, looked up): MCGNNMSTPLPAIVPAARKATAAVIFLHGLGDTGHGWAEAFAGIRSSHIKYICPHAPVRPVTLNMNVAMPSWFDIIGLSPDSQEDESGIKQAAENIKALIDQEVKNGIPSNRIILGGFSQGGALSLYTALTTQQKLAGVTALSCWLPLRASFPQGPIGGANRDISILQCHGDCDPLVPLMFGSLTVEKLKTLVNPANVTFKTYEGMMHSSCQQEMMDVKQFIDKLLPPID
* hit, by the source's call; . = not tested or not shown. The list is partial (hit frequency here may not be typical).

SMILES	PME-1 primary	GSTO1 inh	PAFAH1B2 FP inh	PAD4 inh	PAFAH1B3 inh	pPAFAH FP inh	PAFAH2 inh	LYPLA2 inh	LYPLA1 inh
COc1ccc2cc(Br)ccc2c1CC(=O)N(C)C	1	14	4	1	10	5	-8	-6	-2
COCCN(C(=O)c1ccc(NC2CC2)c([N+](=O)[O-])c1)c1c(N)n(CC(C)C)c(=O)[nH]c1=O	-10	.	6	2	10	-3	0	-2	0
COCCSc1ccccc1C(=O)N1CCN(c2ccccc2OC)CC1	-1	14	4	0	4	4	2	1	2
COc1cc(C(=S)N2CCOCC2)cc(OC)c1OC(=O)c1cccc(C)c1	5	2	-5	0	9	4	-3	3	1
Cc1sc2nc(-c3ccco3)oc(=O)c2c1C	-2	-48	0	9	11	-2	62*	-1	-5
O=C(c1ccc(Cl)c(S(=O)(=O)N2CCOCC2)c1)N1CCCCC1	-2	4	5	0	15	-2	-1	-3	1
C/C(=N\NC(=O)COc1ccc(C)cc1[N+](=O)[O-])c1ccc2c(c1)OCCO2	1	0	1	-3	1	4	0	4	-1
Cc1cc(O)c(C(=O)/C=C/c2c(F)c(F)c(F)c(F)c2F)c(=O)o1	-21	-8	8	-27	6	28*	17	-6	-7
C=Cn1cc[n+](CC(=O)c2cc(C(C)(C)C)c(O)c(C(C)(C)C)c2)c1	-2	1	2	1	3	-1	6	5	0
Cc1n(Cc2ccccc2)c2cc([N+](=O)[O-])ccc2[n+]1Cc1ccccc1	1	0	0	0	3	0	-5	6	3
Clc1ccc(CSc2nnc(-c3cccnc3)o2)cc1	9	2	13	2	2	4	-4	10	4
CN(CCc1ccccn1)C(=S)Nc1cccc(S(=O)(=O)N(C)C)c1	0	-2	4	-4	10	4	10	6	1
CCOc1ccc(N=C2NC(=O)C(CC(=O)O)S2)cc1 (stereo not given)	-1	6	3	3	5	-1	-5	8	0
O=C(CSc1nnnn1-c1ccccc1)NCC1(N2CCOCC2)CCCCC1	6	.	6	-4	9	4	2	0	0
Cc1ccccc1-c1ncc(CN2CCN(C3CCCCC3)C(CCO)C2)cn1 (stereo not given)	-6	2	0	-4	2	1	-5	-6	0
CCSc1ccc([C@@H]2[C@@H]3C(=O)N(C)C(=O)[C@@H]3[C@]3(C(=O)OC)CCCCN23)cc1	-4	5	5	-9	3	-7	0	-6	1
COC(=O)C1=C(C)N(Cc2ccccc2)C(=NCc2ccccc2)N[C@H]1c1ccccc1	.	.	8	-3	-3	-2	1	.	.
COc1ccc(C2=NN(C(=O)CSc3ncccn3)C(c3cccc(OC)c3OC)C2)cc1 (stereo not given)	-1	1	-1	-3	0	-1	6	6	2
CC1CCCN(C(=O)NC(=O)c2ccc(Cl)cc2)C1 (stereo not given)	-1	6	3	4	4	1	-6	-1	0
CCCC(=O)Nc1ccc(C(=O)Nc2cccc(OC)c2)cc1	-5	0	-2	3	-1	-2	-2	4	6
CCn1c(SC)nnc1-c1sc2cc(Cl)ccc2c1Cl	10	-8	4	2	5	12	1	0	3
Cc1cc(N2CCOCC2)nc2ccc(NC(=O)CCC(=O)N3CCCC(C)C3)cc12 (stereo not given)	-13	-4	1	-6	-5	2	-5	0	0
O=S(=O)(c1ccc2c(c1)OCCO2)N1C[C@@H]2C[C@H]1CN2S(=O)(=O)c1c(F)cccc1F	.	.	1	9	-6	-1	0	.	.
COc1ccc(-c2nc3ccccc3c(=O)o2)cc1OC	-6	-8	-1	2	5	-5	41*	-12	-8
Cc1cccc(C(=O)OCC(=O)N2CCC(c3ccccc3)=N2)c1O	1	-6	1	-7	1	5	6	0	-1
CCCCn1c(N)c(-c2nc3ccccc3s2)c2c([N+](=O)[O-])nn(C)c(=O)c21	-1	0	0	-5	-2	6	-3	-3	-3
Cc1cc(C)c(C#N)c(Sc2ccc(N)cc2)n1	5	-2	4	-1	6	2	-1	-2	-4
COc1ccccc1Nc1nc(-c2sc(NC(=O)c3ccccc3)nc2C)cs1	1	1	0	-4	-3	5	-9	-4	-2
CN(Cc1cnn(C)c1)C(=O)c1cc2ccccc2oc1=O	6	12	2	-1	13	0	-2	0	1
COC(=O)[C@]1(Cc2ccccc2)N[C@H](CN(C)C(=O)Nc2ccc(OC)cc2)[C@@H]2C(=O)N(Cc3ccccc3)C(=O)[C@@H]21	.	.	1	4	2	-1	-7	.	.
COc1ccc(C(=O)NC(=S)NCc2cccnc2)cc1Cl	-5	-1	6	-2	-1	1	-4	22	3
Nc1nnnn1CC(=O)N/N=C/c1cccs1	-1	6	-1	-2	5	-3	3	-4	-1
COc1ccc(NC(=O)CCN2CCN(S(=O)(=O)c3ccc(C(C)C)cc3)CC2)cc1	6	13	0	1	12	1	2	-1	-1
Cc1nc(C(=O)NC2CCOCC2)sc1C1(C)CC(c2cccc([N+](=O)[O-])c2)=NO1 (stereo not given)	-6	1	-2	-2	2	4	4	34*	-2
CC(C)(C)c1ccc2c(c1)OCC(C(=O)O)O2 (stereo not given)	-3	-5	14	-3	5	9	-1	4	1
CCN(CC)CCCNC(=O)c1nn(-c2ccccc2OC)c(=O)c2ccccc12	4	0	3	-3	6	0	3	1	0
CCCCCCCCC(=O)NNC(=O)c1c(O)c2ccccc2n(CC)c1=O	1	-6	12	-1	2	10	3	0	0
COC(=O)c1ccccc1NC(=O)CN1CCC(NC(=O)c2ccc(C)cc2)CC1	1	-3	4	-10	3	-6	-1	2	2
O=C(NCCc1ccccc1)c1ccccc1NC(=O)C1CC=CCC1C(=O)O (stereo not given)	0	0	2	5	9	-2	5	5	0
COC(=O)NC(NC(=S)Nc1ccccc1OC)C(Cl)(Cl)Cl (stereo not given)	1	-2	1	0	-1	-2	-1	-2	0
CCO[C@H]1OC(C(=O)N2CCCCCCC2)=C[C@@H](c2ccccc2)[C@@H]1CCCO	4	3	-4	2	7	3	1	8	8
O=C(N/N=C/c1cccc(OCc2ccccc2)c1)c1cccs1	-44	-29	0	-1	2	-4	-20	-50	-29
S=C(NCCc1ccccc1)NCc1cccc(Cl)c1	1	-2	4	-3	10	3	3	3	3
O=c1c2ccc(Cl)cc2nc(-c2cccc(C(F)(F)F)c2)n1O	2	-20	4	-1	10	7	-5	5	1
CCn1cc(S(=O)(=O)Nc2cc(C(=O)OC)ccc2C)cn1	-4	2	3	-3	12	6	3	2	-1
Cc1ccnc(NC(=O)c2ccc3c(c2)NC(=O)C(C)S3)c1 (stereo not given)	-11	.	5	0	6	5	11	7	0
CCN1C(=O)/C(=C/C=C2/SCCN2C)SC1=S	4	9	-6	0	4	2	-3	6	11
COc1ccc(NS(=O)(=O)c2cc(S(C)(=O)=O)ccc2C)cc1	3	2	2	3	-3	4	-1	2	1
Cc1ccc(C)c(NC(NC(=O)c2cccnc2)C(Cl)(Cl)Cl)c1 (stereo not given)	2	5	3	-1	6	9	6	2	-1
Cc1ccc2nc(NC(=O)C3CCCN(S(=O)(=O)c4cnc[nH]4)C3)sc2c1 (stereo not given)	7	-2	0	2	-1	4	4	5	-2

Four records drawn at random from those above:
SMILES	PME-1 primary	GSTO1 inh	PAFAH1B2 FP inh	PAD4 inh	PAFAH1B3 inh	pPAFAH FP inh	PAFAH2 inh	LYPLA2 inh	LYPLA1 inh
Cc1cccc(C(=O)OCC(=O)N2CCC(c3ccccc3)=N2)c1O	1	-6	1	-7	1	5	6	0	-1
CCOc1ccc(N=C2NC(=O)C(CC(=O)O)S2)cc1 (stereo not given)	-1	6	3	3	5	-1	-5	8	0
COc1ccc(C2=NN(C(=O)CSc3ncccn3)C(c3cccc(OC)c3OC)C2)cc1 (stereo not given)	-1	1	-1	-3	0	-1	6	6	2
Cc1sc2nc(-c3ccco3)oc(=O)c2c1C	-2	-48	0	9	11	-2	62*	-1	-5

Further compounds:
SMILES	PME-1 primary	GSTO1 inh	PAFAH1B2 FP inh	PAD4 inh	PAFAH1B3 inh	pPAFAH FP inh	PAFAH2 inh	LYPLA2 inh	LYPLA1 inh
COc1ccc(Br)c(C(=O)Nc2cccc(S(=O)(=O)N3CCOCC3)c2)c1	3	.	-3	0	7	0	1	6	0
O=C(N/C(=C\c1ccccc1)C(=O)N1CCOCC1)c1cccc(Br)c1	-4	-3	-3	-2	13	0	-3	3	-3
COc1ccc(C(=O)Nn2c(C)nc3ccccc3c2=O)cc1Br	-1	3	-2	-1	3	-5	2	7	-1
O=S(=O)(c1ccccc1)N1CCN(C(=S)Nc2ccccc2Cl)CC1	10	3	1	-5	1	8	-3	9	1
CC(=O)c1cn(S(=O)(=O)c2ccccc2)c2ccccc12	6	-2	0	-4	-15	-2	-10	2	-4
COc1cc(S(=O)(=O)N(C)C)ccc1Br	3	0	4	-1	2	1	-8	0	0
CCCC12CN3CCN(CC(C3)/C1=N\NC(=O)c1ccc(F)cc1)C2	-6	2	5	-1	6	-2	-1	0	3
CSc1nc2ccccc2nc1N(C)S(=O)(=O)c1ccc(C)cc1	-3	8	1	1	4	4	-2	4	1
Cc1cc(-c2ccc(Cl)cc2)oc(=O)c1NC(=O)c1ccccc1	-4	0	3	7	2	3	0	3	0
CCC(=O)Nc1cccc(C2=NOC3(C2)C[C@@H](C(N)=O)N(C(=O)c2cc([N+](=O)[O-])cc([N+](=O)[O-])c2C)C3)c1 (stereo not given in full)	5	1	7	2	7	-3	6	7	-1
Cc1cccc(NC(=O)c2cccc(Cn3cc(Br)c([N+](=O)[O-])n3)c2)c1C	-1	-5	2	-2	8	3	-3	1	-2
COc1ccc(C(=O)OC(C)CN2CCOCC2)cc1OC (stereo not given)	3	-1	7	0	-3	9	3	9	7
O=C(Cn1c(COc2ccc(Cl)cc2)nc2ccccc21)NCC(F)(F)F	0	4	4	1	17	0	-6	2	0
Cc1nc2sccn2c(=O)c1CCN1CCC(=C(c2ccc(F)cc2)c2ccc(F)cc2)CC1	-1	-3	10	-11	2	10	1	-10	-2
CC1(C)CC(=O)C2=C(C1)OC(N)=C(C#N)C2CCc1ccccc1 (stereo not given)	5	6	-6	0	7	6	7	6	3
COc1ccc(NS(=O)(=O)c2cccc(C(=O)NCCCN3CCCC3=O)c2)cc1	-5	5	6	-7	7	14	-5	4	0
CCCN1CNC(=S)N(c2ccc(C(=O)OCC)cc2)C1	-6	5	2	-3	8	-1	0	-2	-4
CC1CCc2sc3nc(NCc4ccco4)n4ncnc4c3c2C1 (stereo not given)	5	-14	5	1	8	6	-2	4	0
Cc1cc2nnc(SC3CCCCN(C(=O)c4ccc(F)cc4)C3=O)n2c2ccccc12 (stereo not given)	0	2	0	-3	-2	2	1	4	-1
CC1=C(C)CC(C(=O)Nc2cccc([N+](=O)[O-])c2)C(C(=O)O)C1 (stereo not given)	1	-4	3	-14	0	-8	9	-1	2
CCCc1nc2n[nH]c(N)c2c2c1CCCC2	6	7	4	0	6	4	-9	-1	1
CCCCOC(=O)Nc1ccc(C)c(Cl)c1	-3	5	-3	-1	1	4	0	3	-1
CC1CN(S(=O)(=O)c2ccc(C(=O)OCc3ccc(C#N)cc3)cc2)CC(C)O1 (stereo not given)	-10	.	4	-4	11	-4	5	0	-1
O=C(CCCn1cnc([N+](=O)[O-])n1)Nc1ccc(F)c(Cl)c1	-1	-3	7	2	4	0	-3	-3	-2
CC1CC(C)CN(C(=O)CSc2ccsc2[N+](=O)[O-])C1 (stereo not given)	-3	7	4	1	1	3	-3	10	2
